SENP1 FRET inh: human SENP1 catalytic domain inhibitors, primary screen, biochemical, FRET, uHTS; recombinant SENP1 catalytic domain, CyPet-SUMO1-YPet FRET cleavage; hit rate 0.21% among 360,000; AID 624204, 2012; inhibition, % at 10 µM;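 active means inhibition at least 30% at 10 µM, raw YFP signal under a set limit, fluorescence ratio 0.5 to 1.5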;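 further: 0% = enzyme with DMSO and 100% = no enzyme wells; some results filed as inactive read as strong as hits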
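material = recombinant human SENP1 catalytic domain, His6-tagged | quantity = 20 pM enzyme | reagent = 25 nM SUMO1 FRET substrate | compound dosing = 10 µM single point, 0.5% DMSO | timing = 50 min enzyme reaction, room temperature, light-protected | detection = FRET, CFP and YFP emission | control set = no-enzyme low, enzyme-DMSO high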
SENP6 inh: SENP6 protease inhibitors, primary screen, biochemical, luminescence, uHTS; Sentrin-specific protease 6 (Homo sapiens), Q9GZR1; Recombinant SENP6 catalytic domain, aminoluciferin luminescence; inhibition, % at 10 µM; hit rate 1.8% among 330,000; AID 2599, 2010;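 active means inhibition above about 50% at the single tested dose, limit read from the data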;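 further: plate controls were DMSO wells with enzyme for no effect and DMSO wells lacking enzyme for full effect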
Target sequence (Q9GZR1 628-1112 limits assumed): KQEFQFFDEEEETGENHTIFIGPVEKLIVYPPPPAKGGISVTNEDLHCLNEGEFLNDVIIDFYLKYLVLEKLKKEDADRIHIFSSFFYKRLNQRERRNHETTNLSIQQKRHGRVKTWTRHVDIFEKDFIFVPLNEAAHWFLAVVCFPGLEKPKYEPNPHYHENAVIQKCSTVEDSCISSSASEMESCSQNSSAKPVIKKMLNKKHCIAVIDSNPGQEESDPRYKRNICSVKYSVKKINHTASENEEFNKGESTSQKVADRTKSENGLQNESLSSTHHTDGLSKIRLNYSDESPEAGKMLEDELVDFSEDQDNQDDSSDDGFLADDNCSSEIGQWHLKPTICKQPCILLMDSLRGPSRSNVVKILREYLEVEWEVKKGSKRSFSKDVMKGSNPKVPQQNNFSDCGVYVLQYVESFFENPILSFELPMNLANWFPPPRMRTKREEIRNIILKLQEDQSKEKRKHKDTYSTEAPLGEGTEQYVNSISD
NALP3 yeast inh: NALP3 inflammasome inhibitors in reconstituted yeast, primary screen, luminescence, uHTS; Yeast reconstituted NLRP3/ASC/caspase-1, beta-gal luminescence, 24 h; inhibition, % at 10 µM; hit rate 0.39% among 330,000;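 active means inhibition of 50% or more; inactive means inhibition below 50%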;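 further: plate controls were induced DMSO wells for no effect and uninduced yeast grown without galactose for full effect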
PfGluPho inh: PfG6PD enzyme inhibitors, primary screen, biochemical, fluorescence intensity, uHTS | glucose-6-phosphate dehydrogenase-6-phosphogluconolactonase (Plasmodium falciparum 3D7) | PfGluPho enzyme, NADPH resazurin-diaphorase fluorescence | inhibition, % at 20 µM | hit rate 0.78% among 350,000 | AID 504690, 2011;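 active means inhibition reaching at least a set limit at 20 µM in the primary screen, cut at about 59% in these data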;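 further: 0% = DMSO wells with substrate and 100% = DMSO wells lacking glucose-6-phosphate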
SENP8 block-1: SENP8 protease inhibitors, primary screen, biochemical, luminescence; AID 2540, 2010; inhibition, % at 10 µM; hit rate 1.2% among 330,000; purified SENP8, Z-RLRGG-aminoluciferin cleavage; Sentrin-specific protease 8 (Homo sapiens), Q96LD8; in the data active means inhibition above about 50%
HKDC1 inh: HKDC1 hexokinase inhibitors, primary screen, biochemical, fluorescence, uHTS; recombinant HKDC1, G6PDH/diaphorase resazurin coupled fluorescence; hit rate 0.16% among 340,000; Q2TB90; inhibition, % at 20 µM;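 active means inhibition above about 35% when tested at 20 µM, limit read from the data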;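 further: plate controls were DMSO wells with enzyme for no effect and DMSO wells lacking enzyme for full effect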
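Test system: HK5 enzyme. Quantity: 5 µg/mL HK5 final. Reagent: glucose and ATP substrates. Schedule: 90 min reaction incubation at room temperature, dark. Technique: resazurin-to-resorufin fluorescence via G6PDH and diaphorase coupling, 525/613 nm. Control set: DMSO wells with and without enzyme mix.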
SENP8 block-2: human SENP8 protease inhibitors, primary screen, biochemical, fluorescence, Nedd8 protein substrate, uHTS | inhibition, % at 20 µM | AID 602440, 2012 | recombinant SENP8 | Sentrin-specific protease 8 (Homo sapiens), Q96LD8 | hit rate 0.64% among 360,000; in the data active means inhibition mostly above about 40%, no sharp cut-off; inactive means mostly below about 27%
Apaf-1 inh: inhibitors of human Apaf-1 apoptosome, primary screen, biochemical, DEVD-Rh110 fluorescence, uHTS; Apoptotic protease-activating factor 1 (Homo sapiens), O14727; inhibition, % at 20 µM; reconstituted apoptosome caspase-3 activity; hit rate 0.71% among 330,000; AID 489030, 2010; active means inhibition of at least 40% at 20 µM;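 further: plate controls were DMSO wells for no effect and DEVD-CHO caspase inhibitor wells for full effect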
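Assay system: Apoptosome proteins | Medium: pH 7.5 Hepes buffer with CHAPS, BSA, DTT | Also added: Cytochrome c and DEVD-Rh110 substrate | Times: 30 min plus 50 min, RT | Detection: Rhodamine 110 fluorescence at Ex 480/Em 540 nm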
SENP7 inh: SENP7 protease inhibitors, primary screen, biochemical, luminescence, uHTS; recombinant SENP7, Z-RLRGG-aminoluciferin luminescence, 40 min; inhibition, % at 5 µM; hit rate 1.5% among 330,000;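 active means inhibition above about 50% at the single test dose, limit read from the data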;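 further: plate controls were DMSO with enzyme for no effect and no enzyme buffer wells for full effect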
Target sequence (Q9BQF6 706-1050 limits assumed): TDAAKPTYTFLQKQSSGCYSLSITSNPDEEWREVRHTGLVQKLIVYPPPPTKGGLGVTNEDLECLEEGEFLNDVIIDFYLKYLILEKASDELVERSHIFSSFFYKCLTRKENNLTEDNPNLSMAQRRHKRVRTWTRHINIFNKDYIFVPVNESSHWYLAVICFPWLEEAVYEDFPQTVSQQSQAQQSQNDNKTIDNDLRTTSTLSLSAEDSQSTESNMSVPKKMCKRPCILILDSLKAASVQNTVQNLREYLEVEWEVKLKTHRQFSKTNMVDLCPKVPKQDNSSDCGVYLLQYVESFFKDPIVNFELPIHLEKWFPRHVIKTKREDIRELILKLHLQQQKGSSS
Starred values were filed as active, the others as inactive; / = no result given.

SMILES	SENP1 FRET inh	SENP6 inh	NALP3 yeast inh	PfGluPho inh	SENP8 block-1	HKDC1 inh	SENP8 block-2	Apaf-1 inh	SENP7 inh
COc1ccc(/C=C/c2cc(=O)c3cc(Cl)ccc3o2)cc1	-28	-4	20	13	-8	14	-321	12	0
O=c1c2ccccc2nc(SCc2cccc(F)c2)n1-c1cccc(S(=O)(=O)N2CCCC2)c1	2	4	2	37	2	-8	11	15	0
O=C(Nc1ccc(Cn2cccn2)cc1)c1ccc(COc2cccc(Br)c2)cc1	0	7	27	23	2	-1	4	8	6
COc1ccc(-c2nc(N)ncc2-c2ccccc2OC)c(O)c1	-2	1	-15	74*	-3	-1	15	10	-4
COc1ccc(C(=O)Nc2cc(S(=O)(=O)N3CCCC3)ccc2Cl)cc1	1	-9	18	12	1	2	-4	8	9
CCC1=C(C)CN(C(=O)NCCc2ccc(S(=O)(=O)NC(=O)NC3CCC(C)CC3)cc2)C1=O (stereo not drawn)	3	-2	18	-37	-4	-1	0	3	6
Cc1nnc(SCc2ccc(Cl)cc2)n1CC1CCCO1 (stereo not drawn)	1	-14	6	2	-6	-2	18	-3	-2
Cc1onc(-c2ccccc2Cl)c1C(=O)Nc1ccccc1C(=O)NC(C)C	1	-52	13	-4	-4	-3	-5	11	-9
O=C(COC(=O)Cc1cccc(C(F)(F)F)c1)NCc1ccco1	3	-24	7	10	-10	7	-3	-6	-10
CCOC(=O)C1=C(C)N(C)C(=O)NC1c1c(C)nn(-c2ccccc2)c1C (stereo not drawn)	2	-1	5	6	-1	-7	28	2	5
CCOc1ccc(C(=O)NCC(=O)NNC(=O)CN(C)S(=O)(=O)c2ccc(Cl)cc2)cc1OCC	0	/	/	-5	/	-5	10	/	/
CCOc1ccc(N=C(/C(C(=O)C(=O)N2CCOCC2)=C(/O)c2ccccc2)c2ccccc2)cc1	-2	18	16	-1	6	1	11	-13	14
COc1ccc(NC(=O)c2cc(CN3C(=O)c4ccccc4C3=O)ccc2OC)cn1	0	27	-13	12	22	11	36	3	10
COc1cc(OC)cc(C(=O)N[C@H](C(=O)NCCc2c[nH]c3ccccc23)C(C)C)c1	-2	-28	4	-3	-10	0	1	-2	-8
O=C(OC(C(=O)NCC1CCCO1)c1ccc(F)cc1)c1ccco1 (stereo not drawn)	-1	-4	12	-13	3	-3	21	8	2
CCOC(=O)c1ncn2c1C(=O)OC2(C)C	0	9	-8	-13	2	4	10	-10	4
Cc1nn(C)cc1C(C(=O)NC1CCCCC1)N(C(=O)Cc1cccs1)c1ccc(F)cc1 (stereo not drawn)	-1	-9	18	-7	-2	2	-12	-11	2
COc1cc(C2C(C(=O)OC(C)C)=C(C)Nc3ncnn32)cc(OC)c1OC (stereo not drawn)	0	-14	1	-10	-11	-1	6	20	-13
CCc1ccc2oc(=O)cc(CN(C)Cc3ccccc3)c2c1	-5	-14	6	10	3	-3	9	29	2
CN(Cc1ccc(C(F)(F)F)cc1)C(=O)C1CC(=O)N(Cc2ccco2)C1 (stereo not drawn)	-3	2	0	7	-9	-3	-3	-3	9
CC(=O)NCCc1ccc(-c2csc(NC(=O)C3CC(=O)N(C4CCCC4)C3)n2)cc1 (stereo not drawn)	1	-26	12	-1	-7	-1	11	0	0
CCNC(=S)N(Cc1ccc(OC)cc1)C1CC(=O)N(c2ccc(OCC)cc2)C1=O (stereo not drawn)	4	-8	27	-7	-8	3	13	12	6
C=CCn1c(-c2csc(-c3ccc(Cl)cc3)n2)n[nH]c1=S	0	7	35	25	-5	-8	23	-3	5
CCCNC(=O)c1ccc(SCC(=O)N(CC)CC)c([N+](=O)[O-])c1	-2	21	12	-7	-9	1	8	-7	-6
COc1ccccc1N1CCN(C2CCCN(S(=O)(=O)c3cccc(Cl)c3)C2)CC1 (stereo not drawn)	-2	-3	-51	-4	0	4	13	36	3
Cc1ccccc1Cn1nnc(-c2cccc(C(=O)O)c2)n1	2	71*	0	-32	31	-8	6	2	33
COc1ccc2c(c1)-c1c(ssc1=S)C(C)(C)N2C(=O)CSC1=NCCS1	-152	8	20	-1	7	3	32	14	12
COc1ccc(N2CCN(C(=O)COC(=O)CCOc3cc(C)ccc3C)CC2)cc1	1	-10	19	-2	-2	4	10	20	5
CCOC(=O)C1CCN(C(=O)C2CCN(S(=O)(=O)c3cc(Cl)ccc3Cl)CC2)CC1	0	-23	19	-1	-1	-5	6	-5	-1
C=CCN(CC=C)S(=O)(=O)c1ccc(NC(=S)NC(=O)/C=C/c2ccccc2)cc1	2	1	7	-17	-2	1	37	12	4

More entries.
SMILES	SENP1 FRET inh	SENP6 inh	NALP3 yeast inh	PfGluPho inh	SENP8 block-1	HKDC1 inh	SENP8 block-2	Apaf-1 inh	SENP7 inh
O=C(Nc1ccc2c(c1)OCO2)c1ccc(=O)[nH]n1	1	0	-2	19	-7	8	8	-15	-2
Cc1cccc(C)c1-n1c(C)nn(-c2ncc(C(F)(F)F)cc2Cl)c1=O	2	-7	9	-10	5	-2	10	-4	10
O=C(NNC(=O)c1cc(-c2ccc(Cl)c(Cl)c2)nc2ccccc12)Nc1ccccc1	5	1	9	-4	-3	-4	-16	4	1
Cc1ccsc1/C=N/NC(=O)c1nnn(-c2nonc2N)c1-c1ccc2c(c1)OCO2	2	-7	5	66*	-16	1	-65	1	16
CCOc1cccc(-c2cc(C(=O)N3N=C(C)CC3(O)C(F)F)c3ccccc3n2)c1 (stereo not drawn)	2	-28	10	11	4	-1	-92	6	-3
COC(=O)c1ccccc1NC(=O)CCS(=O)(=O)c1ccc(Br)s1	0	9	-11	4	9	-2	7	17	7
CC(C)(C)c1ccc(C(=O)NC2CCN(Cc3ccccc3)CC2)cc1	0	5	18	-6	4	-3	21	14	-4
COc1cc(C)c(Br)cc1S(=O)(=O)NCc1ccccc1	4	-7	-9	2	-13	3	21	-9	-13
O=C(COC(=O)c1ccc2c(c1)OCCO2)Nc1ccc(F)cc1	1	-18	22	-9	2	0	6	4	-10
CCOC(=O)C[C@H]1c2ccccc2S(=O)(=O)N1c1cccc(OC)c1	-1	-6	6	9	4	-2	-17	4	0
Cc1cc(Cl)n2c(nc3ccccc32)c1C#N	-33	/	/	4	/	32	-406	/	/
c1ccc2[nH]c(-c3nc4ccccc4[nH]3)nc2c1	-5	97*	16	-3	92*	3	-296	-14	99*
COc1ccc(S(=O)(=O)N(C)c2ccc(C(=O)N3CCOCC3)cc2)cc1	0	4	6	-4	-3	-3	6	-4	5
Nc1nonc1-n1nnc(C(=O)O)c1-c1cccs1	-1	-2	6	16	-11	-2	4	2	1
C=C(C)CNC(=O)c1ccc(OC2CCN(C(=O)COC)CC2)cc1	0	/	/	-3	/	-2	16	/	/
O=C(NCCNc1nccc(C(F)(F)F)n1)c1cccs1	-3	-5	1	11	-8	0	-44	-10	2
COc1ccccc1/C=C1/SC(=O)N(CCC(=O)Nc2ccc(S(=O)(=O)Nc3nccs3)cc2)C1=O	0	10	14	-13	6	15	-35	15	1
COc1ccc(C(=O)C2CCCN(C(=O)c3cccc(Cl)c3F)C2)cc1OC (stereo not drawn)	1	-23	15	1	-2	0	13	-3	-2
Cc1ccc(NNC(=O)c2c(F)cccc2Cl)cc1C	0	-13	38	16	-10	-4	27	5	-2
COc1ccc(-c2coc3cc4oc(=O)c5ccccc5c4cc23)cc1F	-10	-4	13	-12	10	-8	-91	-5	8
Cc1cc(NS(=O)(=O)c2ccc(NC(=O)CCCOc3ccccc3C)cc2)no1	1	-6	14	-14	-3	0	0	-3	5
CCOC(=O)NC(Nc1sc2c(c1C(=O)OC)CCN(C)C2)(C(F)(F)F)C(F)(F)F	-126	-1	11	-1	-9	4	-91	1	-2
CCOc1ccc(OCCC(=O)OCC(=O)c2c(N)n(C)c(=O)n(C)c2=O)cc1	1	3	11	-16	7	-5	21	0	-7
Cc1ccc(C2(C)NC(=O)N(CC(=O)NNC(=O)c3ccoc3C)C2=O)cc1 (stereo not drawn)	1	-2	7	-2	-6	-5	8	1	-6
CCOc1ccc(NC(=O)N2CCCC2C(=O)NCc2ccco2)cc1 (stereo not drawn)	0	-8	13	-3	1	-6	2	1	10
C=C(C)C(=O)Nc1cccc(C2=NOC3(C2)C[C@@H](C(N)=O)N(C(=O)[C@H]2CCC(=O)N2)C3)c1 (stereo partly drawn)	2	-9	8	6	0	-3	15	-27	-5

Just SENP8 block-1, SENP6 inh and NALP3 yeast inh, for some of the entries so far:
canonical_smiles,SENP8 block-1,SENP6 inh,NALP3 yeast inh
CCOc1cccc(-c2cc(C(=O)N3N=C(C)CC3(O)C(F)F)c3ccccc3n2)c1 (stereo not drawn),4,-28,10
COC(=O)c1ccccc1NC(=O)CCS(=O)(=O)c1ccc(Br)s1,9,9,-11
